Screens from PubChem.
HttQ103 aggreg: qHTS Multiplex Assay to Identify Dual Action Probes in a Cell Model of Huntington: Aggregate Formation (GFP); PC12 HttQ103-GFP aggregates, Acumen cytometry, 40 h; Potency, µM (titrated, usually from 46.1 µM), without a hit: at the highest dose activity change, negative = inhibition, actives largely listed as inhibitors; 220,000 compounds, 1.1% hits; also: % is scaled to controls: 0 for no effect and ±100 for the full control effect; nearly all actives have a fitted effect of over 60% in size
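PC12/HTTQ103-GFP, ecdysone-inducible; teb 100 nM; cpd qHTS titration; GFP aggregates read on laser cytometer, Ex 488/Em 500-530 nm.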
SMN2 splice up: qHTS Assay for Enhancers of SMN2 Splice Variant Expression. HEK293 SMN2-luciferase splicing reporter, luminescence, 30-36 h. Potency, µM (series often up to 46.1 µM), for inactives: at the highest dose activity change, positive = activation, actives largely listed as activators. 210,000 compounds, 2.8% hits; also: % of control where 0% means no effect; nearly all actives have a fitted effect of over 55% in size
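HEK293 cells carry an SMN2 […]–luciferase reporter in which exon 7 inclusion puts luciferase in frame. Cells were plated 10-12 h before compound addition, then incubated 30-36 h at 37C. ONE-Glo luminescence was read; sodium butyrate at 4.5 mM final served as control.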
HTT ATP protect: qHTS Multiplex Assay to Identify Dual Action Probes in a Cell Model of Huntington: Cytoprotection (ATP); PC12 HTT-Q103 induced, cytoprotection, ATP luminescence, 40 h; Potency, µM (series often up to 56.4 µM), inactives show cytoprotection (ATP increase), most hits filed as activators; 230,000 compounds, 0.14% hits;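 also: % of control where 0% means no effect; nearly all actives have a fitted effect of over 45% in size; toxic huntingtin expression switched on by the ecdysone agonist tebufenozide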
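Readout: ATPlite luminescence (ATP level). Model: stable PC12, inducible Htt exon1 Q103-GFP. Inducer: tebufenozide, 100 nM final. Compounds: dose series. No G418 in medium.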
Tau FP inhib: qHTS for Inhibitors of Tau Fibril Formation, Fluorescence Polarization | K18 P301L tau heparin fibrillization, Alexa594 FP, 6 h | Potency, µM (top dose mostly 57.7 µM), for the others: at the highest dose activity, negative = inhibition, usual class: inhibitors | 280,000 compounds, 0.39% hits | AID 1468, 2008; also: % is scaled to controls: 0 for no effect and ±100 for the full control effect; nearly all actives have a fitted effect of over 55% in size
Target sequence (P10636 561-689 P618L limits assumed): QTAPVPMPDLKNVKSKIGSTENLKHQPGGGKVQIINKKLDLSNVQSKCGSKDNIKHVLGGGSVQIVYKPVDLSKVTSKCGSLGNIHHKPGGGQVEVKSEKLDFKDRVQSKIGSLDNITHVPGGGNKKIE
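Compound effects on tau fibrillization are measured by Alexa 594 fluorescence polarization (ex 555, em 632 nm). K18 P301L tau is used at 15 uM with 0.24 uM labeled tracer, and 20 uM heparin induces aggregation over 6 hr at 37 C.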
Tau fibril ThT: qHTS for Inhibitors of Tau Fibril Formation, Thioflavin T Binding. Potency, µM (highest dose often 57.4 µM), inactives show at the highest dose activity, negative = inhibition, hits mostly inhibitors. recombinant tau K18 P301L, heparin-induced fibrillization, ThT fluorescence. Microtubule-associated protein tau (Homo sapiens), P10636. 270,000 compounds, 2.1% hits; also: % is scaled to controls: 0 for no effect and ±100 for the full control effect; nearly all actives have a fitted effect of over 55% in size
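Fibril formation assay: tau K18 P301L at 15 uM with trace Alexa 594 label, heparin inducer 20 uM, pH 7 sodium acetate buffer, 37 C for 6 hr; endpoint ThT signal.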
KDM4E inh: qHTS Assay for Inhibitors of Human Jumonji Domain Containing 2E (JMJD2E); JMJD2E catalytic domain, FDH-coupled NADH fluorescence (FDH is formaldehyde dehydrogenase); Potency, µM (doses to about 57.1 µM), for inactives: at the top dose activity change, negative = inhibition, usual class: inhibitors; 230,000 compounds, 1.6% hits; active = well fitted inhibition curve with a large enough effect, not every such curve was filed as active; inconclusive = small, poorly fitted or top-dose-only effect, or another doubt; inactive = no such curve, though single readings can be large or run the other way;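 also: 0% = wells with enzyme and -100% = buffer wells without enzyme; nearly all actives have a fitted effect of over 50% in size; many of its hits are not listed in these tables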
Target sequence (B2RXH2 1-337 limits assumed): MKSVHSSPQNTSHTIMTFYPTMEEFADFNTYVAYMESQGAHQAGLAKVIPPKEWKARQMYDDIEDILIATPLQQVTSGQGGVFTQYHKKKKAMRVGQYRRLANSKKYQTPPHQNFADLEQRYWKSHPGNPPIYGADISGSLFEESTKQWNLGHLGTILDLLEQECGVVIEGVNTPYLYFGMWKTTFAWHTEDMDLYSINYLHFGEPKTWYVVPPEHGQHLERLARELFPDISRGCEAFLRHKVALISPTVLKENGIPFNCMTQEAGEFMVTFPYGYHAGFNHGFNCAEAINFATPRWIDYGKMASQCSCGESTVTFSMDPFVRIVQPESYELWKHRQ
ALDH1A1 block: qHTS Assay for Inhibitors of Aldehyde Dehydrogenase 1 (ALDH1A1); Purified ALDH1A1, NADH fluorescence, propionaldehyde substrate; Potency, µM (top dose mostly 75.3 µM), for the others: at the top dose activity, negative = inhibition, actives largely listed as inhibitors; 220,000 compounds, 7.3% hits; active = well fitted inhibition curve with a large enough effect, not every such curve was filed as active; inconclusive = small, poorly fitted or top-dose-only effect, or another doubt; inactive = no such curve, though single readings can be large or run the other way;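 also: plate controls were no enzyme wells and a reference inhibitor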
Target sequence (P00352 whole entry, looked up): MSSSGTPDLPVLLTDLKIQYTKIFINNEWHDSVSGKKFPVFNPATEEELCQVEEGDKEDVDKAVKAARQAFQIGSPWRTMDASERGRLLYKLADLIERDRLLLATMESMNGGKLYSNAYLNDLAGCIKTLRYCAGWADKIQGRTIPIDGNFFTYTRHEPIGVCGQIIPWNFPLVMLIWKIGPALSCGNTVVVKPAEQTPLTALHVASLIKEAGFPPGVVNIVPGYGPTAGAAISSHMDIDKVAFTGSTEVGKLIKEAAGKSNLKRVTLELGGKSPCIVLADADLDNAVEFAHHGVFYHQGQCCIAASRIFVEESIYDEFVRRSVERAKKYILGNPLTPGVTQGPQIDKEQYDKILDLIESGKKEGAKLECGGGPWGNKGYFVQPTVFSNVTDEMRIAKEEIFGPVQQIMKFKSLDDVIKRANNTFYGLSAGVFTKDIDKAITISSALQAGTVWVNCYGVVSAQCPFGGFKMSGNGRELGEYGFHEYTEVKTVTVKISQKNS
Tau fluor counter: Counterscreen qHTS for Inhibitors of Tau Fibril Formation, Fluorescence Polarization. 280,000 compounds, 0.93% hits. AID 1463, 2008. Potency, µM (series often up to 57.7 µM), without a hit: at the top dose activity change, negative = decrease. tau K18 P301L Alexa594 fluorescence, heparin fibrillization; also: % is scaled to controls: 0 for no effect and ±100 for the full control effect; nearly all actives have a fitted effect of over 55% in size
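Human tau K18 P301L (15 uM unlabeled, 0.24 uM Alexa 594-labeled) in 100 mM sodium acetate pH 7 with 20 uM heparin, 6 hr at 37 C. ThT 30 uM added, 1 hr ambient; Alexa 594 FP and total fluorescence read at 555/632 nm.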
An asterisk follows results filed as active; ? = inconclusive; . = no result given; & = joins results of further samples; [ ] = remark or other dose. Unless noted, calls follow the shape of the dose curve; as a rule, active = well fitted curve in the direction sought with a large enough effect; inconclusive = small, poorly fitted or top-dose-only effect, or another doubt; inactive = no such curve, though single readings can be large; an effect the other way counts as inactive or inconclusive. Potency is read from the fitted curve at half-maximal effect. Not all compounds are listed; count on the stated rates, not on these rows.

SMILES	HttQ103 aggreg	SMN2 splice up	HTT ATP protect	Tau FP inhib	Tau fibril ThT	KDM4E inh	ALDH1A1 block	Tau fluor counter
CCOC(=O)C1=C(C)OC(N)=C(C#N)C1c1cc(OC)c2c(c1)OCO2 (stereo not given)	1%	-8%	1%[10 µM]	0%	-16%	-10%	-2%	-9%
C#CCSc1n[nH]c(-c2ccco2)n1	1%[9.22 µM]	10%[9.22 µM]	-7%&16%[10 µM]	-1%	-13%	-4%	16%[13.5 µM]	-11%
COc1ccccc1CN(C)C(C)C(=O)Nc1cccc(C(C)=O)c1 (stereo not given)	11%	-9%	4%[10 µM]	2%	9%	-4%	-9%	11%
COc1ccc(CN=C2Nc3ccccc3CS2)cc1	-19%	3.5µM*	-55%[inhibitor]	-8%	-18%	5%	-9%	-19%
COc1ccc(NC(=O)C2CCN(C(=O)c3ccc(OC)cc3)CC2)cc1	10%	-12%	-8%	3%	0%	-4%	-4%	4%
CC1(C)CC2CC(C)(CN2C(=O)COC(=O)c2cc(Cl)cc(Cl)c2N)C1 (stereo not given)	-4%	-20%	-40%[inhibitor]	4%	-17%	?	?	-13%
COc1ccc(N2C(=O)C(F)(F)C2c2ccc(C)cc2)cc1OC (stereo not given)	26%	19%	28%[10 µM]	-7%	-3%	-5%	11%	-15%
CCc1nnc(NC(=O)CSc2nnc(-c3ccccc3O)n2-c2ccc(C)cc2C)s1	-7%	1%	-37%	9%	-9%	?	0%	-19%
O=C1CC(=O)C(n2cncn2)C(c2ccc(Cl)cc2Cl)C1 (stereo not given)	-12%	10%	1%[10 µM]	6%	-17%	1%	-2%	-6%
CCCc1cc(=O)[nH]c(SCC(=O)c2cc(C)n(C(C)COC)c2C)n1 (stereo not given)	-19%	-17%	3%	-3%	-11%	-7%	1%	-3%
Cc1ccc(NC(=O)c2sc3nc(C)nc(N4CCN(c5ccccn5)CC4)c3c2C)c(C)c1	2%[9.22 µM]	-31%[inhibitor]	-39%	-1%	-12%	?	-182%	-15%
COC(=O)c1c(C)[nH]c(C(=O)C(C)OC(=O)C2=NNC(=O)CC2)c1C (stereo not given)	1%[9.22 µM]	.	12%[10 µM]	-4%	2%	-1%	.	0%
CC1(c2nnc(-c3ccc(Cl)cc3)o2)CC(c2ccncc2)=NO1 (stereo not given)	-29%[9.22 µM]	.	16%[10 µM]	0%	-6%	-7%	.	-9%
CC#CC[N+](C)(C)CCCCCCCCCC	-42%[9.22 µM]	.	-52%[inhibitor][10 µM]	8%	-7%	-5%	.	-7%
CCOc1ccccc1NC(=O)CSc1nnc(-c2ccccn2)n1Cc1ccco1	?	-16%	-6%	?	-18%	?	?	-19%
CC1=C(C(=O)OCc2ccccc2)C(c2ccc(-c3ccccc3)cc2)NC(=O)N1CCCCCC(=O)O (stereo not given)	25%	-16%	.	-5%	?	-8%	-8%	-25%
COC(=O)c1ccccc1NC(=O)CSc1nnc(C(CO)NC(=O)c2ccccc2)n1C (stereo not given)	10%	3%	-3%	-2%	-9%	-4%	-12%	-2%
N#C/C(=C\c1ccc(O)cc1)C(=O)N1CCCC1	-5%[9.22 µM]	.	2%[10 µM]	-1%	-7%	-8%	?	-7%
CC(C)c1ccc(C(=O)NCCCN(C)C)cc1	9%	-4%	3%[10 µM]	-1%	0%	-3%	2%	6%
COCCn1c(SCCCc2ccccc2)nc2c1c(=O)[nH]c(=O)n2C	-3%	.	-15%	-5%	0%	6%	20µM*	2%
NC(Cc1ccc(Oc2ccc(O)cc2)cc1)C(=O)O (stereo not given)	-11%	-14%	.	-5%	-11%	9%	3%	-12%
COc1cc([N+](=O)[O-])ccc1NC(=O)CC(C)C	6%	-23%	.	7%	-3%	5%	?	-3%
COc1ccc(N=Cc2c(O)[nH]c3ccccc23)cc1OC	2%	14µM*	-2%[10 µM]	?	14µM*	-4%	6%	?
Cc1[nH]c2ccccc2c1/C=N/Nc1ccc([N+](=O)[O-])cc1S(=O)(=O)Nc1ccc(Cl)cc1	-2%	-17%	-6%	2%	3.2µM*	2%	11%	3.2µM*[quencher]
CC1=C(C(=O)Nc2ccccc2C)C2(CCCCC2)C(C(N)=O)C(=S)N1 (stereo not given)	-5%	-8%	-3%[10 µM]	-2%	-6%	0%	-18%	-9%
CCOc1ccc(Nc2c(S(=O)(=O)c3ccccc3)cnc3ccc(F)cc23)cc1	.	-20%	.	-10%	?	.	.	-27%
O=C(c1ccco1)n1nc(-c2ccco2)nc1SCc1ccccc1	-12%	8%	-54%[inhibitor]	3%	?	-6%	-5%	-7%
CCOC(=O)c1cccc(NC(=O)C2(S(=O)(=O)c3ccc(Cl)cc3)CC2)c1	-11%	-20%	-1%[10 µM]	0%	-5%	7%	-8%	-18%
CC1(C)CC(=O)C2=C(C1)N(c1ccc(Cl)cc1)C(=O)C2(O)C(F)(F)F (stereo not given)	30%	-12%	.	-3%	-1%	4%	7%	-3%
Cc1ccc(Nc2c3c(nc4nncn24)CCC3)c(C)c1	.	-13%	.	?	-2%	.	.	-2%
C(=C\c1cccc2ccccc12)/c1nnc(-c2cccs2)o1	-17%	26%	-25%	-9%	?	?	?	-26%
Cc1cc(C)n2ncc(C(=O)NCCc3ccccc3)c2n1	22%	-2%	-28%	11%	-2%	?	?	4%
COC(=O)c1ccc[n+](CC(=O)Nc2ccc(OC(F)F)cc2)c1	?	7%	-35%[inhibitor]	0%	-4%	-3%	?	-4%
Cc1cnc(NC(=O)CSc2nnc(COc3ccccc3)o2)s1	27%[9.22 µM]	.	14%[10 µM]	9%	-13%	10%	.	1%
COc1ccc(-c2nc3c(c(SCC(=O)Nc4ccccc4F)n2)Cc2cc(C)ccc2O3)cc1	.	-4%	.	-9%	6%	.	.	-4%
BrC(=C\c1ccccc1)/C=N/N1CCN(c2ccccc2)CC1	17%	-6%	-2%	?	20µM*	-4%	?	?
S=C1NCCNC(=S)NCCOCCOCCN1	7%	4%	?	1%	-6%	-2%	1%	-10%
Cc1ccccc1-c1noc(CSc2nc3ccccc3[nH]2)n1	.	-57%[inhibitor]	.	?	?	.	.	?
CC(C)(C)C1CCc2c(sc(NC(=O)c3cc4ccccc4c(=O)o3)c2C(N)=O)C1 (stereo not given)	.	0%	.	?	?	.	.	8%
CCN(CC(=O)Nc1ccc(Cl)c(C(F)(F)F)c1)CC(=O)NC1CCS(=O)(=O)C1 (stereo not given)	-26%	-21%	-18%	-8%	0%	1%	4%	-12%
CCn1nc(C)cc1C(=O)N1CCc2c([nH]c3ccccc23)C1c1cc(F)ccc1F (stereo not given)	0%[9.22 µM]	.	-1%[10 µM]	1%	-14%	?	-7%	-17%
Cc1ccc(C(=O)N/N=C\c2ccccc2[N+](=O)[O-])cn1	-10%	13µM*	-158%[inhibitor]	-2%	-14%	-1%	-10%	-8%
CCOC(=O)C1C(=O)C=C(c2cccs2)CC1c1ccccc1C (stereo not given)	?	.	0%[10 µM]	6%	?	-8%	-5%	-18%
Fc1cccc(Cc2noc(CN3CCCCC3CCc3ccccn3)n2)c1 (stereo not given)	1%	.	-14%	-7%	-5%	1%	8%	-7%
COc1cc(NC(=O)c2cc(-n3cnnc3)ccc2Cl)cc(OC)c1	-11%	14%	-1%	4%	-5%	11%	7%	-8%
Cc1cc(Nc2nc3ccccc3[nH]c2=O)n(-c2ccccc2)n1	-12%	13µM*	-25%	-5%	3%	-5%	?	2%
CCOC(=O)N1N=C(c2ccc(OC)cc2)CC1(O)C(F)(F)F (stereo not given)	-8%[9.22 µM]	.	-21%[10 µM]	3%	-12%	1%	?	-7%
COC(=O)COc1ccc(S(=O)(=O)N2CCCCCC2)cc1	-28%	-11%	-54%[inhibitor]	1%	7%	0%	-2%	-1%
CCCC1=C(C(=O)OCC)C(c2ccncc2)n2ncnc2N1 (stereo not given)	-12%	-2%	-10%[10 µM]	-1%	-18%	3%	9%	-12%
CCOC(=O)c1c(NC(=O)CSc2nnc(C)c(=O)[nH]2)sc2c1CCC2	-19%	.	-6%[10 µM]	2%	?	-7%	?	1%
CN(C)Cc1c(O)ccc2occ(C(=O)c3ccccc3)c12	15%	-19%	-38%	4%	0%	-3%	1%	-4%
Cc1ccc2nc(C(O)C(O)c3nc4ccc(C)cc4[nH]3)[nH]c2c1 (stereo not given)	?	-8%	-23%[10 µM]	1%	7%	0%	?	7%
COc1ccc(NS(=O)(=O)c2cccc(NC(=O)c3ccc(S(=O)(=O)N4CCCCCC4)cc3)c2)cc1	?	-72%[inhibitor]	36%[0.074 µM]	?	13%	13%	?	?
COc1cc(CN2CCN(Cc3ccc(C)cc3)CC2)c([N+](=O)[O-])cc1OC	26%	-27%	-12%[10 µM]	-4%	-14%	?	18µM*	-12%
Cc1csc(N(C)C(=O)CSc2nnc(COc3ccccc3C)o2)n1	-10%	-1%	-7%	-3%	-22%	-1%	-15%	-12%
CC(C)(C)c1ccc(C(=O)N2CCC(=O)N([C@H](COCc3ccc(Cl)cc3)Cc3ccccc3)CC2)cc1	.	.	.	11%	-23%	.	?	-15%

Retrieved by compound from the entries so far (2):
SMILES	HttQ103 aggreg	SMN2 splice up	HTT ATP protect	Tau FP inhib	Tau fibril ThT	KDM4E inh	ALDH1A1 block	Tau fluor counter
Cc1ccc2nc(C(O)C(O)c3nc4ccc(C)cc4[nH]3)[nH]c2c1 (stereo not given)	?	-8%	-23%[10 µM]	1%	7%	0%	?	7%
CC(C)(C)c1ccc(C(=O)N2CCC(=O)N([C@H](COCc3ccc(Cl)cc3)Cc3ccccc3)CC2)cc1	.	.	.	11%	-23%	.	?	-15%
